# Source: PubChem BioAssay
# ROMK mod: human ROMK K+ channel modulation, primary screen. Tet-inducible ROMK, thallium flux fluorescence; actives lie on both sides. B-score at 10 µM. 130,000 compounds, 2% hits. AID 1918;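 active = signal ratio slope over the read window, or its plate-corrected B-score, at least 3 SD from the plate mean, either direction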;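 note: B-score of the F/F0 ratio slope over 7 to 12 s after thallium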
# Diaphorase inh: diaphorase inhibition or chemical oxidation counter-screen. AID 1217. inhibition, % at 20 µM. diaphorase resazurin-to-resorufin fluorescence, NADH, 16 min; bacterial (C. kluyveri) enzyme, not human. 190,000 compounds, 0.69% hits;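 active = primary screen inhibition at 20 µM above a set limit, cut at about 50% in these data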;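 note: plate controls were DMSO with full reaction for no effect and wells lacking NADH for full effect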
#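 controls = No-NADH positive control and DMSO neutral control | system = Clostridium kluyveri diaphorase enzyme | timing = reaction incubation of 16 min at room temperature | signal = resorufin fluorescence 544/590 nm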
# PMI act hi M6P: activators of human phosphomannose isomerase at near-saturating mannose 6-phosphate. P34949. coupled PMI enzyme assay, resazurin fluorescence, 20 min; active compounds read high; 1 = untreated enzyme, 0 = substrate-free blank. activation factor at 20 µM. 190,000 compounds, 0.34% hits. AID 1216;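 active = activation factor of 2 or more at 20 µM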
#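 Test system: human phosphomannose isomerase with PGI, G6PDH, diaphorase coupling enzymes; Amount: PMI at 15 ng/mL final; Reagent: Mannose-6-phosphate 1.0 mM (near-saturating) plus 0.22 mM NADP+; Timing: 20 min, room temperature; Technique: resorufin fluorescence at Ex 544/Em 590 nm; Dosing: 20 µM single dose.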
# TR-FRET SRC-2 ct: TR-FRET artefact, counter-screen to PPARgamma/SRC-2 agonist assay. active compounds read high. TR-FRET ratio at 8 µM. 200,000 compounds, 0.4% hits. AID 1049; in the data active = TR-FRET ratio above about 2000; note: inactives centre near 1500
# PPARg SRC1 recr: agonists of human PPARgamma SRC-1 coactivator recruitment. 200,000 compounds, 0.41% hits. P37231. activation, % at 8 µM. PPARgamma-SRC-1 coactivator recruitment biochemical assay. AID 631; in the data active = activation above about 19%;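 note: 0% = DMSO and 100% = reference agonist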
# Target sequence (P37231 whole entry, looked up): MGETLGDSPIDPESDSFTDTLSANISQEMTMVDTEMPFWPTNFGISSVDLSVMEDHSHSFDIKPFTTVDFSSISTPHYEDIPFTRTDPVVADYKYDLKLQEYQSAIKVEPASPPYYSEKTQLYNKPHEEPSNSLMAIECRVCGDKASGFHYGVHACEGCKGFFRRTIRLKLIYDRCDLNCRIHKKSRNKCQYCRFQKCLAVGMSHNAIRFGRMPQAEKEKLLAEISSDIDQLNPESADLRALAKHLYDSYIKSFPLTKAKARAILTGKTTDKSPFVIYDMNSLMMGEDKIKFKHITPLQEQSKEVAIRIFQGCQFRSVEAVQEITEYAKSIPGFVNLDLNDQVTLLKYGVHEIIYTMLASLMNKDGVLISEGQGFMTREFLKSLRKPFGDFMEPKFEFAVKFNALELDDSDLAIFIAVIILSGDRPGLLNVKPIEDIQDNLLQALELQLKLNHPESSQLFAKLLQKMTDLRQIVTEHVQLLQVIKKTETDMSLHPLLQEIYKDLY
# PMI act: activators of human phosphomannose isomerase; purified human PMI, coupled resazurin fluorescence, 20 min; active compounds read high; 1 = vehicle control, 0 substrate-free wells; activation factor at 20 µM; 190,000 compounds, 0.005% hits;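 active = activation factor of 2 or more at 20 µM, relative to plate controls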
# PPARg SRC-2 ag: PPARgamma-driven SRC-2 recruitment agonism | PPARgamma LBD-SRC-2 recruitment, biochemical | activation, % at 8 µM | 200,000 compounds, 0.34% hits; in the data active = activation above about 22%;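 note: 0% = vehicle and 100% = reference agonist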
# G6PDH CS: counter-screen for G6PDH assay hits: L. mesenteroides G6PDH inhibition | inhibition, % at 5 µM | AID 1020 | 200,000 compounds, 0.12% hits | Purified L. mesenteroides G6PDH, diaphorase/resazurin coupled fluorescence, 45 min; in the data active = inhibition above about 50%
# PPARg SRC-3 ag: PPARgamma-driven SRC-3 recruitment agonism; P37231; biochemical PPARgamma/SRC-3 coactivator recruitment assay; 200,000 compounds, 0.26% hits; activation, % at 8 µM; AID 731; in the data active = activation above about 23%;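 note: 0% = DMSO and 100% = reference agonist; some compounds past the cut are filed as inactive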
# Diaphorase act: diaphorase activation or chemical reduction counter-screen; activation factor at 20 µM; AID 1229; Diaphorase/resazurin coupled assay, resorufin fluorescence, 16 min; active compounds read high; 1 = vehicle wells, 0 = NADH-free wells; 190,000 compounds, 0.005% hits;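 active = diaphorase activity raised at least twofold by the compound at 20 µM; inactive = activation factor below 2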
#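 Material: Clostridium kluyveri diaphorase, purified enzyme; Quantity: enzyme 0.07 U/mL final; Medium: HEPES pH 7.4 buffer with MgCl2 and Tween 20; Dosing: single compound dose of 20 µM, 1% DMSO final; Schedule: 16 min reaction at room temperature; Measured by: red resorufin fluorescence at 544/590 nm excitation/emission.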
# S1P3 antag: antagonists of human S1P3 receptor; Q99500; CHO S1P3 NFAT-BLA reporter, FRET fluorescence, antagonist mode; inhibition, % at 4.98 µM; 170,000 compounds, 0.27% hits;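 active = inhibition above the plate cutoff, the mean inhibition of test wells on that plate plus 3 SD, cut at about 28% in these data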;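 note: cells challenged with S1P at its EC80 of 0.8 µM; blue over green emission ratio from cleaved BLA substrate after 4 h stimulation; 0% = S1P-stimulated wells and 100% = unstimulated DMSO-only wells; some compounds past the cut are filed as inactive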
# Target sequence (Q99500 whole entry, looked up): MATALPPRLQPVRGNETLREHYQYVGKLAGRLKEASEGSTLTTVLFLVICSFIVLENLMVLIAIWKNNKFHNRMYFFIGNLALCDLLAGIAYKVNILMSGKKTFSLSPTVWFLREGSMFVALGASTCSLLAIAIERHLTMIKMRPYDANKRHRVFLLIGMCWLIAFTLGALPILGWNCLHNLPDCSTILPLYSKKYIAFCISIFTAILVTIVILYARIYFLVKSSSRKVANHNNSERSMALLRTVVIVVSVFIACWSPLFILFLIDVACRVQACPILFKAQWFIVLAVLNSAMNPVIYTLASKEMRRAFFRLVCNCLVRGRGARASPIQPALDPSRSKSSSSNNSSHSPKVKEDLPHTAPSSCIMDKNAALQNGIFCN
# * = called active by the depositor; . = no result given; & = joins results of further samples.
SMILES,ROMK mod,Diaphorase inh,PMI act hi M6P,TR-FRET SRC-2 ct,PPARg SRC1 recr,PMI act,PPARg SRC-2 ag,G6PDH CS,PPARg SRC-3 ag,Diaphorase act,S1P3 antag
OC(CNCc1ccc(F)cc1)(c1ccccc1)c1ccc(F)cc1 (centres undefined),.,8,1,1528,-3,1,4,2,3,0.9,.
Cc1ccccc1-n1c(SCC(=O)NCc2cccs2)nnc1-c1ccncc1,-0.93,19,1,1552,2,0.9,7,3,6,0.8,-2
COc1ccc(-c2nnc(SCC(=O)c3ccc4c(c3)OCCO4)o2)cc1,-0.09,.,.,1408,-3,.,0,.,-6,.,.
Cc1cc(C)cc(C(=O)N2CCN=C2SCc2ccc([N+](=O)[O-])cc2)c1,-0.57,5,0.9,1607,6,0.9,3,0,3,1,0
COc1cc(CO)cc(Br)c1OCC(=O)O,.,15,1.1,1352,-3,1,3,-4,-8,0.8,-13
CCCc1nc2oc3c(NCc4ccccn4)ncnc3c2c2c1COC(C)(C)C2,.,36,0.8,1732,3,0.8,9,-8,5,0.6,8
COC(=O)C1=C(C)N(c2ccc(OC)c(OC)c2)C(=O)C1,.,14,1.1,1603,5,1.3,3,3,2,0.9,0
CCc1sc2nc(SCC(=O)Nc3cc(C)on3)n(-c3cccc(OC)c3)c(=O)c2c1C,.,0,1,1300,1,0.9,-2,0,8,1,.
O=C(CSc1nc2c(cnn2-c2ccc(F)cc2)c(=O)[nH]1)N1CCCc2ccccc21,-0.9,63*,1,1667,8,1,12,0,19,0.4,.
CCNC(=O)OCC12CC3CC(CC(C3)C1)C2,.,14,0.9,1508,-5,0.9,4,-9,1,0.9,1
N#C/C(=N\Nc1cccc(Cl)c1)C(=O)c1ccccc1,-1.9,5,1.1,1501,3,1,-1,6,4,0.9,.
Fc1ccccc1/C=N/Nc1nc(N2CCCCC2)nc(N2CCCCC2)n1,0.12,.,.,1562,-5,.,-6,9,-1,.,-6
CCN(CC)CCNC(=O)c1cn(CC)c2ccc(S(=O)(=O)N(C)C)cc2c1=O,.,15,1,1755,-1,1,7,5,-1,0.8,6
CCCC(CCC)=NNC(=O)CN(Cc1ccccc1)S(=O)(=O)c1ccccc1,.,9,0.9,1364,4,0.8,-8,0,-3,0.9,17
CC1Cc2ccccc2N1C(=O)CSc1nnnn1C (centres undefined),-0.75,12,1,1214,-3,1.1,-6,0,2,0.9,.

# Given field by field: two of the compounds above.
SMILES: Cc1cc(C)cc(C(=O)N2CCN=C2SCc2ccc([N+](=O)[O-])cc2)c1
  ROMK mod: -0.57
  Diaphorase inh: 5
  PMI act hi M6P: 0.9
  TR-FRET SRC-2 ct: 1607
  PPARg SRC1 recr: 6
  PMI act: 0.9
  PPARg SRC-2 ag: 3
  G6PDH CS: 0
  PPARg SRC-3 ag: 3
  Diaphorase act: 1
  S1P3 antag: 0

SMILES: COc1cc(CO)cc(Br)c1OCC(=O)O
  ROMK mod: .
  Diaphorase inh: 15
  PMI act hi M6P: 1.1
  TR-FRET SRC-2 ct: 1352
  PPARg SRC1 recr: -3
  PMI act: 1
  PPARg SRC-2 ag: 3
  G6PDH CS: -4
  PPARg SRC-3 ag: -8
  Diaphorase act: 0.8
  S1P3 antag: -13

# Additional results follow:
SMILES,ROMK mod,Diaphorase inh,PMI act hi M6P,TR-FRET SRC-2 ct,PPARg SRC1 recr,PMI act,PPARg SRC-2 ag,G6PDH CS,PPARg SRC-3 ag,Diaphorase act,S1P3 antag
O=C(Nc1c2ccccc2nc2ccccc12)C(Cl)(Cl)Cl,.,13,1.5,1449,-6,1.2,1,7,-4,0.9,.
Cn1c(=O)cc(SCC(=O)NCc2cccnc2)c2ccccc21,.,5,1.1,1858,28*,1.1,22*,3,38*,1,-18
CC(C(=O)NCc1ccco1)c1ccc([N+](=O)[O-])cc1 (centres undefined),-0.43,8,1,1518,0,1,-2,3,-1,0.9,-18
O=C(CCCN1C(=O)/C(=C\c2cccs2)SC1=S)Nc1cccc(C(=O)O)c1,0.84,13,1,1595,1,1.1,7,1,2,0.9,-5
COc1cccc(CNC(=O)c2cc3ccccn3n2)c1,.,7,1,1780,4,1,4,-2,-3,0.9,-33
C=CCN(CC=C)CCOc1ccccc1[N+](=O)[O-],-0.0035,1,1,1620,2,1,12,2,7,1,9
Cc1noc(C)c1C(=O)OCC(=O)NCCc1ccc(Cl)cc1,.,25,0.9,1630,4,0.9,-1,12,3,0.8,-4
Cc1cc(N2CCOCC2)nc(N2CCOCC2)n1,-2.2,2,1,1808,12,0.9,14,-1,8,1,4&-24
Cc1cc2c(ncn2C(C)C)c(N)c1C,.,27,0.8,1520,-5,0.8,1,-11,0,0.7,.
Cc1ccc(S(=O)(=O)N2CCCC2c2nc3ccccc3s2)cc1 (centres undefined),.,20,0.9,1432,0,0.8,7,4,5,0.8,.
CC(=O)NS(=O)(=O)c1ccc(N=NN2CCCCC2)cc1,-0.0055,5,1.1,1661,-6,1,-5,-6,-2,0.9,-1
COc1ccc(-c2ccc(OC)cc2)cc1,-0.27,-12,1.1,1535,-5,1.1,-1,0,-22,1.1,.
O=C(c1nsc(Cl)c1Cl)N1CCCCC1,0.92,3,1,1531,7,1,-14,6,-8,1,-5
C/C(=N\NC(=S)NCCc1ccccc1)c1ccc(C#N)cc1,-0.017,4,1,1563,3,1,6,13,9,1,.
COc1ccccc1NS(=O)(=O)c1ccc(/C=C/C(=O)O)cc1,-0.022,21,1.1,1603,2,1.1,-3,1,-3,0.8,-14

# No new results follow: an excerpt of the list.
SMILES,ROMK mod,Diaphorase inh,PMI act hi M6P,TR-FRET SRC-2 ct,PPARg SRC1 recr,PMI act,PPARg SRC-2 ag,G6PDH CS,PPARg SRC-3 ag,Diaphorase act,S1P3 antag
Cc1cc2c(ncn2C(C)C)c(N)c1C,.,27,0.8,1520,-5,0.8,1,-11,0,0.7,.
Cc1ccc(S(=O)(=O)N2CCCC2c2nc3ccccc3s2)cc1 (centres undefined),.,20,0.9,1432,0,0.8,7,4,5,0.8,.
CC(=O)NS(=O)(=O)c1ccc(N=NN2CCCCC2)cc1,-0.0055,5,1.1,1661,-6,1,-5,-6,-2,0.9,-1
COc1ccc(-c2ccc(OC)cc2)cc1,-0.27,-12,1.1,1535,-5,1.1,-1,0,-22,1.1,.
O=C(c1nsc(Cl)c1Cl)N1CCCCC1,0.92,3,1,1531,7,1,-14,6,-8,1,-5
C/C(=N\NC(=S)NCCc1ccccc1)c1ccc(C#N)cc1,-0.017,4,1,1563,3,1,6,13,9,1,.
COc1ccccc1NS(=O)(=O)c1ccc(/C=C/C(=O)O)cc1,-0.022,21,1.1,1603,2,1.1,-3,1,-3,0.8,-14

# (cont.)
SMILES,ROMK mod,Diaphorase inh,PMI act hi M6P,TR-FRET SRC-2 ct,PPARg SRC1 recr,PMI act,PPARg SRC-2 ag,G6PDH CS,PPARg SRC-3 ag,Diaphorase act,S1P3 antag
Cc1nc(Sc2ccccc2)c(C#N)cc1-c1ccccc1,.,1,1,1714,1,1,8,4,0,1,.
CC(C)Oc1ccc(C(=O)Nc2ccc(N3CCCC3)cc2)cc1,.,-26,1.8,1395,5,1.5,10,-34,4,1.3,-18
O=C(c1n[nH]c2ccccc12)N1CCN(c2ccc(F)cc2)CC1,0.56,9,1,1301,1,1,-2,-3,3,0.9,-1
CC(Oc1ccc(NC(=O)c2ccco2)cc1)C(=O)N1c2ccccc2CC1C (centres undefined),0.26,9,1,1442,0,1,-8,4,-10,0.9,-9
O=C(COc1ccc(S(=O)(=O)NCCc2ccccc2)cc1)N1CCCC1,0.39,10,1,1537,-5,1,-3,14,7,0.9,-24
Cc1cccc(C)c1Nc1nc2ccccc2o1,.,6,0.9,1362,-3,0.9,-5,0,0,0.9,0
NC(=O)NNc1ncc(C(F)(F)F)cc1Cl,0.25,3,1,1737,-2,1,4,4,1,1,4
O=S1(=O)c2ccccc2N=NN1Cc1cc(Cl)cc(Cl)c1,-0.65,18,1.4,1551,-1,1.1,-3,9,-9,0.8,.
CC(C)(C)OC(=O)COc1cc(O)c2c(=O)cc(-c3ccccc3)oc2c1,.,12,0.9,1492,-11,0.9,5,-46,1,0.9,-14
S=C1NC2(CCCCC2)N=C1c1ccccc1,-1.1,10,1,1422,-2,0.9,-5,4,-4,0.9,-10
COc1ccc(-c2nnc(SCc3nnc(-c4ccccc4)o3)n2-c2ccccc2)cc1,.,19,0.9,1624,1,0.9,-8,-3,2,0.8,18
CCOC(=O)c1c(NC(=O)Cn2cnc3sc(C)c(-c4ccccc4)c3c2=O)sc(C)c1C,0.11,2,0.9,1518,1,1,-3,5,-1,1,-11
CCOC(=O)c1[nH]c2ccccc2c1NC(=S)Nc1ccccc1C,0.29,14,1,1551,13,0.9,18,10,11,0.9,-7
N=c1ccn(Cc2ccc(Cl)cc2)cc1,.,-6,1.1,1624,11,1.1,11,8,-9,1.1,13
CC(OC(=O)c1ccc(NS(=O)(=O)c2cccs2)cc1)C(=O)N(C)C1CCCCC1 (centres undefined),.,31,0.8,1687,11,0.8,6,-7,-2,0.7,-9
Nc1cc(=O)[nH]c(SCC(=O)Nc2ccccc2-c2ccccc2)n1,-1.1,0,1,1529,6,1,4,3,0,1,9
Brc1ccc(-c2nnc3sc(CNC4CCCC4)cn23)cc1,-0.63,5,1,1574,5,1,5,9,2,0.9,-41
O=C(c1ccco1)N1CCn2cccc2C1c1ccccc1 (centres undefined),-0.087,-6,1.1,1637,-6,1.3,-2,5,-4,1.1,-10
CC(C)On1c(SC(C)C)nc2ccccc2c1=O,.,4,1,1666,0,0.9,-5,2,-6,1,.
CC1(C)CC(=O)C(C(c2cccnc2)C2C(=O)CC(C)(C)CC2=O)C(=O)C1,.,9,1.1,1541,-7,1,4,-4,1,0.9,-27
CCC(C)NS(=O)(=O)c1ccc(F)c(C(=O)Nc2c(F)cc(F)cc2Br)c1 (centres undefined),-0.7,-16,1.2,1521,-3,1.2,-6,-2,-1,1.2,-22
Cn1sc(NC(=O)c2ccc(Cl)cc2)nc1=O,0.59,6,1,1423,-3,0.8,2,7,-6,0.9,.
CCOc1cccc(-c2nnc3sc(-c4cccs4)nn23)c1,0.0058,19,0.9,1557,-3,0.9,6,8,-1,0.8,.
COc1cc(SC)ccc1C(=O)N1CCCCCC1,.,0,1,1548,4,1,2,5,2,1,0
Cc1ccc(SCCNC(=O)c2ccc(C)c([N+](=O)[O-])c2)cc1,.,28,0.9,1494,6,0.9,1,8,0,0.7,.
COc1ccc(-c2csc(NC(=O)c3ccoc3C)n2)cc1,0.35,22,0.9,1472,-5,0.9,-3,-6,3,0.8,11
Cc1ccc(-n2c(C)nnc2SCC(=O)N2CCc3ccccc3C2)cc1C,0.068,13,0.9,1456,-5,1,-4,7,3,0.9,.
